Bioassay records (PubChem BioAssay)
RmlCD inh 1536: blocks M. tuberculosis RmlC and RmlD coupled enzymes; P9WH09+P9WH11; RmlC+RmlD coupled enzyme assay, percent inhibition; primary screen in compound mixtures; inhibition, % at 3.6 µM; actives 0.03% (n = 160,000); AID 1533; in the data active means inhibition mostly above about 34%, no sharp cut-off; further: some results filed as inactive read as strong as hits
Target sequence (P9WH09 whole entry, looked up): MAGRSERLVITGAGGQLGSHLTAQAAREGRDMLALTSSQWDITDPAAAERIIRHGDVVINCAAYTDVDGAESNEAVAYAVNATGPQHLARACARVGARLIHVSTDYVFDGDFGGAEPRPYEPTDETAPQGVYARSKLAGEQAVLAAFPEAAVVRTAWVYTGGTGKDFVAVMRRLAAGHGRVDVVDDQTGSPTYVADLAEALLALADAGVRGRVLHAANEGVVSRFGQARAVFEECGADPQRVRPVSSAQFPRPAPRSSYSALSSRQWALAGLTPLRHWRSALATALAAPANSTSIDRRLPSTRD
Target sequence (P9WH11 whole entry, looked up): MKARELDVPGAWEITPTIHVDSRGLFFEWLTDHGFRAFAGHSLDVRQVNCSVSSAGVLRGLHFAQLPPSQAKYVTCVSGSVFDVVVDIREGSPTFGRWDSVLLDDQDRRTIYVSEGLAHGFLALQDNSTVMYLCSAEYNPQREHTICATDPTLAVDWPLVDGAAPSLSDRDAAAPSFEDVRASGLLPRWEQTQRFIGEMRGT
GlmU inhibition: inhibition of mycobacterial GlmU enzyme – biochemical, glucosamine-1-phosphate acetyltransferase (AID 1376); M. tuberculosis GlmU acetyltransferase enzyme assay; higher % means a stronger effect; one-dose inhibition, %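 (tested at 30 µM in the primary screen)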; IC50 in µM for titrated hits; actives 0.25% (n = 220,000); in the data active means inhibition above about 13%;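 further: 0% = complete reaction with vehicle and 100% = reaction without substrate; strong numbers were not always called active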
* = called active by the depositor; / = no result given.

nr	canonical_smiles	RmlCD inh 1536	GlmU inhibition
1	O=C(CC(NC(=O)C(F)(F)F)c1ccccc1)Nc1nnc(CCc2ccccc2)s1 (centres undefined)	7.2	-3.6%
2	O=C(NCc1ccccc1)c1cc(-c2ccco2)on1	10.4	3.6%
3	CC(C)(C)C(=O)N1CCN(c2c(Cl)cccc2[N+](=O)[O-])CC1	-6.2	-2.5%
4	COc1ccc(CNC(=O)CSc2nc(-c3ccccc3)cc(-c3cccs3)c2C#N)cc1	-9.2	5.6%
5	CCOC(=O)CSc1nc2ccccc2n1CC(=O)N(C(C)C)C(C)C	-3.0	-0.1%
6	CSc1ccccc1NC(=O)c1cnc2scc(C)n2c1=O	11.3	5.6%
7	CCCCOc1ccc(/C=N/NC(=O)C2CCCNC2=O)cc1 (centres undefined)	8.9	2.4%
8	Cc1ccccc1N(CC(=O)NCC1CCCO1)C(=O)C1(C)CC(=O)N=C2C=CC=CN21 (centres undefined)	-10.2	1.9%
9	O=C(COc1ccccc1C(=O)Nc1ccccc1)NCCc1ccccc1	40.1	-1.9%
10	CC(C)(C)NC(=O)c1cc([N+](=O)[O-])ccc1N1CCCCC1	15.3	-5.1%
11	COc1ccc(OC)c(N2C(=O)CC(C(C)c3ccccc3)C2=O)c1 (centres undefined)	/	-3.9%
12	O=c1cc(O)c2c(=O)n(Cc3ccccc3)c3ccccc3c2o1	11.6	-2.9%
13	COc1ccccc1CNC(=O)c1ccc(-c2ccccc2Cl)o1	/	0.5%
14	Cc1ccc(-c2noc(CCC(=O)N3CCCc4ccccc43)n2)cc1	-7.3	4.9%
15	CC(Sc1nc(-c2ccccc2)cc(C(F)(F)F)n1)C(=O)Nc1sc2c(c1C#N)CCC2 (centres undefined)	/	5.3%
16	CCN(CC)S(=O)(=O)c1cccc(-c2nnc(-c3ccc(C)cc3)o2)c1	/	6.8%
17	O=C(NCc1ccc(F)cc1)c1ccc[nH]1	18.8	-4.9%
18	Cc1ccc2oc(-c3cccc(NC(=S)NC(=O)/C=C/c4ccco4)c3)nc2c1	10.0	-2.0%
19	CCCCCCC(=O)N=Nc1c(O)[nH]c2ccc([N+](=O)[O-])cc12	-8.3	-3.4%
20	COC(=O)[C@@]1(Cc2ccc(F)cc2)[C@H]2c3cc(C(=O)N(C)C)[nH]c3C[C@H]2CN1C(=O)c1ccccc1	/	1.0%
21	COc1ccc(N2CCN(Cc3cc(=O)oc4ccc5ccccc5c34)CC2)cc1	-17.3	3.8%
22	COc1ccc(C(=O)c2ccc(OC)c3cccc(O)c23)cc1OC	/	1.8%
23	CCCC1CCC(C2=N/C(=C\c3ccc(OC)c(OC)c3)C(=O)O2)CC1 (centres undefined)	-10.1	2.9%
24	CCOC(=O)c1c(NC(=O)COc2ncnc3ccccc23)sc(C)c1CC	6.5	-2.1%
25	CCCCC1=CC2=CC(=O)C(C)(OC(=O)CC)C(=O)C2=CN1CCN1CCOCC1 (centres undefined)	-10.8	-1.4%
26	O=C(C1CCN(C2CCN(C/C(Cl)=C/c3ccccc3)CC2)CC1)N1CCOCC1	/	-4.2%
27	Cc1cc(C)nc(-n2ncc3c2CC(c2ccccc2C)CC3=O)n1 (centres undefined)	7.9	2.6%
28	CCc1ccc(OCCNC(=O)c2ccc(S(=O)(=O)N(C)C)cc2)cc1	3.3	-3.5%
29	O=C(O)CCCCCNc1ccc2nsnc2c1[N+](=O)[O-]	13.4	-1.8%
30	CNc1nc(C)c(C(=O)c2ccc(Cl)cc2)s1	/	1.3%

(continued)
nr	canonical_smiles	RmlCD inh 1536	GlmU inhibition
31	COc1cc(NC(=O)c2cccc(Cl)c2)ccc1NC(=O)c1cccs1	5.8	9.1%
32	CC(C)(C)c1nc(Sc2ncccc2[N+](=O)[O-])n[nH]1	-5.1	-6.4%
33	Cc1cccc(NC(=O)C2CCN(S(=O)(=O)c3cccc4cccnc34)CC2)n1	5.1	2.2%
34	Cc1sc(NC(=O)c2ccccc2)c(C(c2ccccn2)N2CCN(CCO)CC2)c1C (centres undefined)	-4.7	-4.5%
35	Cc1ccc(NC(=O)c2cccs2)cc1[N+](=O)[O-]	3.1	-4.2%
36	CCCCNc1nc2c(c(=O)[nH]c(=O)n2C)n1CCOc1ccccc1	/	-0.3%
37	Cc1cccc(N2C(=S)NC3c4ccccc4OC2(C)C3C(=O)N(C)C)c1 (centres undefined)	-5.5	-1.1%
38	O=C(NNC(=O)c1ccccc1-c1ccccc1C(=O)O)c1ccccc1	-9.5	5.2%
39	CN(C(=O)COc1ccccc1)C1CCS(=O)(=O)C1 (centres undefined)	/	-0.1%
40	Cc1ccc(C(=O)N/N=C\C=C\c2ccc(Br)cc2)cn1	-10.1	-0.1%
41	CCOC(=O)c1c(C)[nH]c(C)c1C(=O)COC(=O)CNC(=O)c1ccc(OCC)cc1	-5.9	0.7%
42	NS(=O)(=O)c1ccc(CNC(=O)Cc2c(F)cccc2Cl)cc1	-12.9	5.2%
43	N#Cc1c(N)sc2c1CCN(C(=O)OCc1ccccc1)C2	-1.0	2.6%
44	CCN(CC)Cc1c(C(=O)OC(C)C)nnn1-c1nonc1N	/	3.1%
45	Cc1cc(C)cc(OCC(=O)Nc2cccc(-c3nnc(-c4ccco4)o3)c2)c1	/	4.3%
46	CCN(CC)S(=O)(=O)c1cccc(C(=O)OCC(=O)C23CC4CC(CC(C4)C2)C3)c1	-3.9	-2.2%
47	COc1ccc(C(=O)N2CCC(n3c(C)nc4cc(F)ccc43)CC2)cc1	-12.3	-0.8%
48	COc1ccc(/C=c2\s/c(=C(/C#N)C(=O)NCc3ccco3)n(-c3ccccc3)c2=O)cc1	2.2	-1.8%
49	CCOC(=O)C1=C(C)NC(=O)NC1c1c(C)nn(-c2ccccc2)c1Cl (centres undefined)	/	15.1%*
50	CCNC(=O)CC1C(=O)N(c2ccc(F)cc2)C(=O)N1Cc1ccccn1 (centres undefined)	4.0	2.6%
51	Cc1nnc(SCC(=O)c2ccc(Cl)cc2)s1	-5.4	-1.7%
52	CN1C(=O)CC(c2ccco2)Sc2ccccc21 (centres undefined)	-15.7	-4.1%
53	CN(C)c1nc(Cl)nc(N(C#N)CCOc2ccccc2)n1	-16.6	-0.1%
54	O=C(O)CCCN1C(=O)C2C3CC(C2C1=O)C1C(c2ccccc2)c2sc(=O)n(-c4ccccc4)c2SC31 (centres undefined)	19.6	-3.6%
55	COC(=O)CC1(C(=O)OC)Oc2ccc(Br)cc2C(=O)N1c1cc(Cl)c(Cl)cc1Cl (centres undefined)	6.1	2.0%
56	C=CCc1ccc(OCC(O)CO)c(OC)c1 (centres undefined)	7.0	/
57	c1ccc(NCC2OCc3ccccc3CO2)cc1	6.3	5.0%
58	CC(=O)c1sc(NC(=O)c2c(F)cccc2F)nc1C	/	-0.1%
59	CCCCN(CC)CCCNC(=O)c1ccc(CSc2nc3ccncc3[nH]2)cc1	-15.1	0.0%
60	Cc1ccc(N(CCCCN2C(=O)c3ccccc3C2=O)C(=O)c2cccc([N+](=O)[O-])c2)cc1	2.6	3.4%

Along the list, from the results shown.
RmlCD inh 1536, nos. 40–50, in order: -10.1, -5.9, -12.9, -1.0, /, /, -3.9, -12.3, 2.2, /, 4.0

(more compounds)
nr	canonical_smiles	RmlCD inh 1536	GlmU inhibition
61	O=C(c1ccco1)N1CCN(S(=O)(=O)c2ccc(Oc3ccccc3)cc2)CC1	3.4	0.3%
62	O=C(NCCN1CCN(C(=O)Nc2ccccc2)CC1)Nc1ccccc1	/	-0.3%
63	CC(C)NC(=O)C1CCCN(c2nnc(-n3cccc3)s2)C1 (centres undefined)	5.4	2.2%
64	O=C(COC(=O)c1ccccc1C(=O)c1ccc(Cl)c([N+](=O)[O-])c1)NC1CCCCCC1	-2.2	4.5%
65	C=CCNC(=S)NNC(=O)c1csc(C)c1CC	12.4	5.2%
66	COn1c(SCc2cccc(Cl)c2)nc2ccccc2c1=O	/	-0.5%
67	O=C(NCc1ccncc1)c1c(F)c(F)c(F)c(F)c1F	-3.9	-0.1%
68	COc1ccc(S(=O)(=O)N2CCC(NC(=O)OCc3c(Cl)cccc3Cl)CC2)cc1	10.6	-0.6%
69	COc1ccc(NC(=O)C(c2ccc(C)cc2)N(C)C(=O)CC2NC(=O)NC2=O)cc1 (centres undefined)	-8.3	3.1%
70	O=C(Nc1cccc(Cl)c1Cl)c1snnc1-c1ccccc1	/	7.2%
71	CCOC(=O)Cc1nnc2c(Nc3ccc(Cl)cc3)nc3nonc3n12	/	-0.5%
72	Cn1c(SCc2ccccc2)nnc1-c1ccco1	/	-2.9%
73	O=C(NN1CCOCC1)c1cc(-c2ccc(Cl)c(Cl)c2)nc2ccccc12	/	1.3%
74	O=C(NCc1ccco1)C1CCN(S(=O)(=O)c2ccc(-n3cnnn3)cc2)CC1	/	-2.6%
75	COc1ccc(CN2C(=O)c3oc4ccccc4c(=O)c3C2c2ccc(O)c(OC)c2)cc1 (centres undefined)	/	-5.8%
76	CCOC(=O)c1c(CSc2ccsc2)n(C)c2cc(Br)c(O)c(CN(C)C)c12	6.5	-2.5%
77	O=C(NCC(c1cccnc1)N1CCOCC1)c1cccc(Cl)c1 (centres undefined)	19.6	2.0%
78	O=C(NN=C1CCCC1)c1[nH]c2ccc(Br)cc2c1-c1ccccc1	10.4	-3.2%
79	CC(=O)c1c(C)n(C2CCCCC2)c2ccc(O)cc12	-11.0	4.9%
80	OCC#CCSc1nnc(-c2ccc(Br)cc2)o1	/	5.1%
81	CC1CCN(S(=O)(=O)c2ccc(S(=O)(=O)N3CCC4(CC3)OCCO4)cc2)CC1	/	0.4%
82	Cc1ccc(CNC(=O)CCNC(=O)Cn2ccc3ccccc3c2=O)o1	-5.9	1.3%
83	O=C(Cn1nc(-c2ccccc2)c2ccccc2c1=O)NN1CCOCC1	6.8	-3.4%
84	Nc1nc2c(s1)C(=O)CC(c1ccccc1)C2 (centres undefined)	/	-2.2%
85	Cc1nnc(Sc2c(N)n(C)c(=O)[nH]c2=O)s1	5.0	0.3%
86	Nc1nnc(CSCc2cccc(Br)c2)s1	11.1	3.0%
87	COc1ccc(N2C(=O)CC(N3CCC(n4c(=O)[nH]c5ccccc54)CC3)C2=O)cc1 (centres undefined)	/	-0.3%
88	COc1ccc(N=Cc2nc(-c3ccccc3)oc2OC(=O)c2ccccc2)cc1	5.4	3.3%
89	Cc1[nH]n(-c2cccc3ccccc23)c(=O)c1/C=N/c1sc2c(c1C#N)CCC2	4.7	3.5%
90	O=C(Nc1ccc2ccccc2c1)c1cccnc1	16.8	0.9%

At a glance, some entries already given.
nr	canonical_smiles	RmlCD inh 1536	GlmU inhibition
61	O=C(c1ccco1)N1CCN(S(=O)(=O)c2ccc(Oc3ccccc3)cc2)CC1	3.4	0.3%
62	O=C(NCCN1CCN(C(=O)Nc2ccccc2)CC1)Nc1ccccc1	/	-0.3%

Entries of single compounds, quoted from the list:
Results for `COc1ccc(N2C(=O)CC(N3CCC(n4c(=O)[nH]c5ccccc54)CC3)C2=O)cc1` (centres undefined) : RmlCD inh 1536: /; GlmU inhibition: -0.3%
Results for `CCOC(=O)Cc1nnc2c(Nc3ccc(Cl)cc3)nc3nonc3n12` : RmlCD inh 1536: /; GlmU inhibition: -0.5%

Following part.
nr	canonical_smiles	RmlCD inh 1536	GlmU inhibition
91	O=C1NC(=Nc2cccnc2)S/C1=C/c1ccc(F)cc1	-8.9	-5.3%
92	COc1ccc(N2CCN(Cc3nc4ccsc4c(=O)[nH]3)CC2)cc1	-11.9	-8.4%
93	COC(=O)CSc1nnc(CNc2ccc(F)cc2)o1	18.0	4.0%
94	CC1CN(C(=S)Nc2ccccc2)N(c2ccccc2)C1 (centres undefined)	-9.3	-3.6%
95	O=C(NCc1cccs1)C1CCCN(S(=O)(=O)c2ccc3c(c2)OCO3)C1 (centres undefined)	15.2	6.5%
96	COc1ccc(C(=O)COc2ccccc2N2C(=O)C3C4C=CC(C4)C3C2=O)cc1 (centres undefined)	-2.2	-1.4%
97	Cc1ccc(N2C(=O)N(CC(=O)Nc3ccc(C)c(C)c3[N+](=O)[O-])C(=O)C2C)cc1 (centres undefined)	-5.8	1.2%
98	COc1ccc(C2CC2/C(=N/OC(=O)c2cccs2)c2ccccc2)cc1 (centres undefined)	-4.9	8.3%
99	CCN(CC)S(=O)(=O)c1cc([N+](=O)[O-])ccc1NNC(=O)Nc1ccc(Cl)c(Cl)c1	-1.0	-6.9%
100	c1csc(-c2csc3ncnc(NCCCN4CCOCC4)c23)c1	/	4.0%
101	O=C(c1cccc(N2CCCC2=O)c1)N1CCC2(CC1)OCCO2	56.9	4.1%
102	CC(C)c1ccc(NC(=O)N2CCN(S(=O)(=O)c3ccccc3)CC2)cc1	-7.8	2.4%
103	CCC(=O)N1C(=O)C2(Nc3ccccc3N2)c2ccccc21	7.9	-3.2%
104	CCN(CC)C(=O)CSc1nnc([C@@H](NC(=O)OC(C)(C)C)C(C)C)o1	-2.9	0.3%
105	COC(=O)c1ccc(S(=O)(=O)NCc2ccc(OC)cc2)n1C	3.0	0.2%
106	COc1ccc(OC)c(NC(=O)C2C3CC4OC(=O)C2C4C3)c1 (centres undefined)	7.2	-0.2%
107	CC(CN1CCOCC1)OC(=O)c1cccs1 (centres undefined)	9.2	-3.4%
108	CCn1c(=O)c2cc(C(=O)N3CCN(C)CC3)sc2c2ccccc21	9.4	-6.5%
109	Cn1cnnc1SCC(=O)Nc1ccccc1	/	0.9%

2 entries from above, field by field.
104: CCN(CC)C(=O)CSc1nnc([C@@H](NC(=O)OC(C)(C)C)C(C)C)o1
- RmlCD inh 1536: -2.9
- GlmU inhibition: 0.3%

99: CCN(CC)S(=O)(=O)c1cc([N+](=O)[O-])ccc1NNC(=O)Nc1ccc(Cl)c(Cl)c1
- RmlCD inh 1536: -1.0
- GlmU inhibition: -6.9%

A portion of the library, so the mix of outcomes need not match the whole.
